All columns: NCI-60 one-dose screen, growth in % after 48 h at 10 µM unless noted; 100 = growth as untreated, 0 = no growth, -100 = all killed.
SK-OV-3 = SK-OV-3 ovarian cancer cells; actives 3.2% (n = 80,000); AID 1794785
U251 = U251 CNS tumor cells | actives 5.4% (n = 80,000) | AID 1794753
OVCAR-8 = OVCAR-8 ovarian cancer; actives 4.4% (n = 81,000); AID 1794782
OVCAR-3 = OVCAR-3 ovarian cancer; actives 7% (n = 79,000); AID 1794787
DU-145 = DU-145 prostate cancer; actives 4.2% (n = 81,000); AID 1794760
SF-295 = SF-295 CNS cancer cells. actives 5.6% (n = 79,000). AID 1794758
PC-3 = PC-3 prostate cancer cells; actives 3.9% (n = 80,000)
OVCAR-5 = OVCAR-5 ovarian cancer | actives 2.9% (n = 82,000)
OVCAR-4 = OVCAR-4 ovarian cancer cells; actives 3.7% (n = 80,000)
The depositor's hits bear a star; nt = no result given; & = joins results of further samples; [ ] = remark or other dose. How the source made its calls: active means growth percent below 10; inactive means the rest.

SMILES	SK-OV-3	U251	OVCAR-8	OVCAR-3	DU-145	SF-295	PC-3	OVCAR-5	OVCAR-4
COc1ccc(-c2nn(C(=O)NCCN3CCOCC3)cc2-c2ccncc2)cc1Cl	99	99	94	96	101	96	88	107	120
COc1ccc(C(=O)C(CN(C)C)c2ccc(OC)cc2)cc1 (stereo not given)	99	69	42	-4.4*	7.6*	101	39	95	73
Cc1cc(N2CCOCC2)nc(N2CCOCC2)n1	99	102	104	107	117	113	nt	100	94
CCN(CC)CCC/C(C)=N\O	115	99	108	100	102	99	98	98	100
CCC1(CC)CNC(=O)NC1=O	113	96	101	132	120	104	88	88	113
COC(=O)C1[C@H]2C[C@H]3c4[nH]c5ccccc5c4CCN3C[C@@H]2CC[C@@H]1O (stereo not given in full)	102	100	106	107	108	96	95	nt	102
CC1(C)CC(=O)C=C(NCCO)C1	110	102	97	114	114	129	101	105	116
CCCCCCCN1C(=O)/C(=c2\sc3n(c2=O)NC2C(N=3)N(CC)C(=O)N2CC)c2ccccc21 (stereo not given)	98	86	84	94	105	98	69	97	78
CC(=O)/C=C/c1ccc(OCc2ccc(Cl)cc2)cc1	110	88	90	102	97	99	90	109	101
Cn1c(=O)n(C)c2ccccc21	105	107	113	140	116	105	104	110	120
O=C1/C(=C\c2ccc(O)cc2)Sc2c(F)cccc21	94	92	94	104	104	102	87	101	93
O=C(Nc1ccc2c(ccn2Cc2ccccn2)c1)c1cccnc1	112	108	106	114	94	98	96	96	82
O=C1/C(=C/c2ccc(F)cc2)N=C2SCCCN12	104	102	108	107	107	96	100	101	96
CC(=O)c1ccccc1O	101&102&114	104&99&108	105&101&112	106&109&114	116&107&112	105&101&108	92&83&102	116&98&102	111&107&110
S=c1[nH]cnc(S)c1Br	101	98	106	101	102	103	99	113	117
Cc1ccc2nc(-c3c(C)nn(-c4ccccc4)c3N3CCOCC3)[nH]c2c1	99	104	101	97	108	101	98	100	96
CN1CCN(c2ccc3nc(/N=C/c4ccc5sc(-c6ccc(C(F)(F)F)cc6)nc5c4)sc3c2)CC1	nt	99	103	106	101	91	101	104	96
C/C(=C\C(=O)c1ccccc1)c1ccccc1	109	95	106	129	121	100	93	105	114
CC1(C)OC(=O)c2ccccc21	102	104	nt	110	110	84	101	115	96
N/C(=N\C(N)=N\c1nc2ccccc2s1)c1ccccc1F	105	94	104	103	101	93	79	96	117
CCOC(=O)[C@]1(C)C(=O)N2c3cc(O)cc4c3[C@H](C(C)=C[C@@]2(CC)C1=O)[C@@H](C)[C@@H]4O[C@H]1CC[C@@H](O)[C@@H](C)O1	99	105	86	106	106	91	71	107	85
CC(C)=CCC[C@](C)(O)[C@H]1CC[C@]2(C)[C@@H]1CC[C@@H]1[C@@]3(C)C/C(=C/O)C(=O)C(C)(C)[C@@H]3CC[C@]12C	118	99	103	121	118	94	89	109	107
COc1cc2nc(-c3ccc(C(F)(F)F)cc3)cc(OCCCN3CCCC3)c2cc1OC	89	51	49	65	42	-28*	42	57	57
CCOc1cc(N2CCOCC2)c(OCC)cc1N	106	104	106	120	117	106	98	109	105
NS(=O)(=O)c1nnc(/N=C/c2c(O)[nH]c3ccccc23)s1	100	100	100	107	114	99	89	121	98
CCCCCCCCCCCCCCCC(=O)OC[C@@]1(O)C[C@@]23CC[C@@H]4C(C)(C)[C@H](O)CC[C@@]4(C)[C@@H]2CC[C@H]1C3	97	107	108	107	108	112	100	106	113
CCCCCCCCCCCCCCCCCC1OCC(COC(=O)O[C@]2(CC)C(=O)OCc3c2cc2n(c3=O)Cc3cc4ccccc4nc3-2)O1 (stereo not given in full)	84	57	70	95	76	23	78	96	100
Nc1c2c(=S)n(-c3ccccc3)c(=S)n(-c3ccccc3)c2nc(=NCc2ccccn2)n1-c1ccccc1	107	87	95	106	97	101	88	91	97
COc1ccc2[nH]c(-c3ccccc3)cc2c1	110	107	103	101	101	105	nt	109	81
O=C(c1ccc(Cl)cc1)C(Br)C(C[N+](=O)[O-])c1ccccc1 (stereo not given)	104	95	101	107	109	106	99	113	104
CC/C=N/NC(=O)c1[nH]c(=O)c2c(C)nc(-c3ccccc3)cc2c1O	98	95	97	96	94	92	85	104	91
CCCC(=O)N[C@H]1C[C@H]2CC[C@@]1(C)C2(C)C	106	96	103	108	109	101	100	103	115
Nc1ccn(C2CC=C(CO)O2)c(=O)n1 (stereo not given)	108	102	95	104	119	132	90	121	108
COc1ccc(OCC(=O)Nc2ccc(-c3nc4ccccc4s3)cc2)cc1	117	94	107	118	114	96	87	102	85
CC(=O)Nc1ccc(N=Nc2c(S(=O)(=O)O)cc3cc(S(=O)(=O)O)cc(O)c3c2O)cc1	72	78	67	95	96	nt	85	93	111
CCOC(=O)c1[nH]c(CO)c(C(=O)OCC)c1C	122	106	113	178	156	108	nt	115	103
CC(C)(CO)CN1CCCC1	104	nt	99	111	118	95	97	97	100
Nc1nc2c(s1)Nc1ccccc1NC2=O	103	100	102	108	110	97	96	100	91
COC1=C(OC)C(=O)c2ccccc2C1=O	111	90	93	88	112	108	82	101	75
COc1ccc2cc(C(C)c3nnc(NC4CCCCC4)s3)ccc2c1 (stereo not given)	94	100	92	103	106	109	94	105	102
Cn1cc(/C=C/C(=O)/C=C(O)/C=C/c2cn(C)c3ccccc23)c2ccccc21	91	89	99	85	105	92	86	102	85
C=C1CCC2C(C)(COC(=O)CC)C(OC(=O)CC)CCC2(C)C1C/C=C1/C(=O)OCC1OC(=O)CC (stereo not given)	103	-72*	-14*	-86*	29	57	28	-1.2*	19
CCN(CC)C(=O)C1(c2ccccc2)CC1CN (stereo not given)	123	112	112	106	115	101	95	108	105
C1=C[C@H]2O[C@@H]1c1ccc3[nH]ccc3c12	99	103	104	110	116	103	98	105	115
O=[N+]([O-])c1ccc(N=Nc2ccccc2)cc1	113	90	104	107	nt	91	83	98	107
Nc1nn2c(-c3cccs3)ccnc2c1N=Nc1ccc(S(N)(=O)=O)cc1	104	104	103	116	105	104	104	121	108
C=C(C)C(CCCCC)(C(=O)OCC)C(=O)OCC	103	98	101	124	121	101	99	110	105
O=C(C[n+]1ccccc1)c1cccs1	91	101	103	112	108	112	95	119	121
Nc1nc(N)c(C=O)c(=O)[nH]1	126	104	98	108	102	117	nt	98	109
CC1=NN(C(=O)c2cc(Cl)cc([N+](=O)[O-])c2)C(=O)C1N=Nc1ccccc1C(=O)O (stereo not given)	101	99	101	100	102	101	87	112	98
COC(=O)C(OC(C)=O)C(OC(C)=O)c1ccc(OC)c(OC)c1 (stereo not given)	110	97	103	104	102	101	82	108	94
COc1ccc(C(C)=O)cc1OCc1ccccc1	102	96&95	101&98	111&119	104&115	96	101&99	99&120	91
C#C[C@]1(O)CC[C@H]2[C@@H]3CCc4c(C)ccc(O)c4[C@H]3CC[C@@]21C	118	89	97	118	110	91	90	99	117
C=C(C)[C@@H]1CC[C@]2(C)[C@H](CC=C3[C@@H]4CC(C)(C)CC[C@]4(CO)CC[C@]32C)[C@@]1(C)CCCN	83	-87*	-85*	-42*	44	91	21	26	-22*
COc1ccc(-c2nc(SCC(=O)NC3=NN=C(c4ccccc4)CS3)[nH]c(=O)c2C#N)cc1	91	94	106	99	124	109	78	97	125
CCCc1cc(=O)n2c(C(=O)Nc3cccc(C(=O)OCC)c3)c(C(=O)Nc3ccc(F)cc3)sc2n1	62[30 µM]	13[30 µM]	-19*[30 µM]	-4.3*[30 µM]	80[30 µM]	44[30 µM]	nt	71[30 µM]	9.7*[30 µM]
COc1cc2ncnc(Nc3cccc(Cl)c3F)c2cc1OC(=O)N1CCN(C)C[C@H]1C	-6.4*	76	64	70	65	84	64	47	103
O=C(Cn1cccc(Nc2ccccc2)c1=O)Nc1ccccc1	104	98	102	115	111	106	97	90	102
COc1ccc(OC)c(NCC(O)c2ccccc2)c1 (stereo not given)	101	104	109	103	109	107	91	103	101
CCNc1ncnc2c1cnn2C1CCCCO1 (stereo not given)	99	96	106	113	115	108	94	101	110

Some entries already given with just OVCAR-3.
Structure | OVCAR-3
Cn1cc(/C=C/C(=O)/C=C(O)/C=C/c2cn(C)c3ccccc23)c2ccccc21 | 85
C=C1CCC2C(C)(COC(=O)CC)C(OC(=O)CC)CCC2(C)C1C/C=C1/C(=O)OCC1OC(=O)CC (stereo not given) | -86*

More structures follow.
SMILES	SK-OV-3	U251	OVCAR-8	OVCAR-3	DU-145	SF-295	PC-3	OVCAR-5	OVCAR-4
CCOC(=O)c1ccc2nc(-c3c(C)nn(-c4ccccc4)c3N3CCOCC3)[nH]c2c1	95	91	93	93	105	96	87	103	87
O=S(Cc1ccc(Cl)cc1)c1ccccc1 (stereo not given)	110	95	96	108	113	112	91	99	99
CC(=O)O[C@@]1(c2cn(-c3cccc(C(=O)O)c3)nn2)CC[C@H]2[C@@H]3CCC4=CC(=O)CC[C@@H]4[C@H]3CC[C@@]21C	116	92	98	131	126	104	84	84	95
NC(=O)NNC(=O)NNC(N)=O	116	98	97	119	122	99	93	106	96
COc1ccc(/C=C2\C(=O)N=C3N2NC(=O)C(=O)N3c2ccccc2)cc1	99	91	94	99	107	99	97	98	94
Cc1ccc(CC(N)C(=O)O)c(C)c1 (stereo not given)	96	87	102	103	104	99	87	96	97
Cc1cc(C)c(Cc2ccccc2O)cc1Cc1ccccc1O	107	101	104	81	102	60	72	105	77
OC1CCC2CCCCC2C1 (stereo not given)	113	101	116	133	123	117	97	88	112
Brc1cn2ccnc2c(-c2ccc3ncn(C4CCCCC4)c3c2)n1	103	98	95	84	94	101	83	93	91
NCC(=O)NNc1n[nH]c(=S)n1N	119	111	101	107	115	103	97	101	107
CC(=O)C(c1ccccn1)C(C)C (stereo not given)	117	nt	107	110	109	101	95	103	105
COC(=O)C1(CS(C)=O)NC(=S)NC(=O)C1C#N (stereo not given)	93	100	102	113	116	102	99	100	102
CCCCOc1nc2ccc(Cl)cc2cc1/C=C/C(=O)/C=C(/C=C/c1cc2cc(Cl)ccc2nc1OCCCC)OB(F)F	91	103	107	110	115	108	97	107	98
O=C(CCCN1CCC(O)(c2cccc(C(F)(F)F)c2)CC1)c1ccc(F)cc1	87&102	89&100	92&103	110&108	106&129	97&109	97&94	94&100	94&113
C/C(=N/NC(N)=S)c1sc(Nc2ccccc2O)nc1C	nt	98	101	110	119	103	87	110	99
Cn1cc(-c2cnc3ccc(NC(=O)Nc4ccc(F)c(Br)c4)cc3n2)cn1	45	45	7.8*	28	39	-3.9*	0.7*	51	11
CCC(C)C(C)(C)O (stereo not given)	101	101	104	112	107	123	104	117	111
Cc1ccc(S(=O)(=O)Oc2ccc(C3N=C(N)Nc4nc5ccccc5n43)cc2)cc1 (stereo not given)	98	97	100	111	110	112	91	99	111
CCN(CC)CCCCNc1ccnc(N)n1	98	94	111	102	102	103	103	104	101
COc1ccc(-c2cnc3[nH]c(-c4cc(OC)ccc4OC)c(C#N)c(=O)n23)cc1	82	99	103	96	105	99	97	105	103
CNC1=C([N+](=O)[O-])C(c2ccc(C#N)cc2)C(C#N)=C(c2ccc[nH]2)O1 (stereo not given)	105	99	95	100	106	98	96	107	88
O=C1O[C@@H](c2ccccc2Cl)[C@@H]2c3cc4c(cc3CCN12)OCO4	119	86	99	100	105	102	88	113	104
O=CN1N=C(c2cccc(Nc3ccncc3)c2)CC1c1ccccc1 (stereo not given)	84	97	99	105	106	89	94	105	95
CCCCCCCCC1(C)CCC(=O)O1 (stereo not given)	105	nt	101	111	114	96	91	98	nt
COC(=O)[C@H](Cc1ccccc1)NC(=O)[C@@H]1CCCN1C(=O)CNC(=O)[C@H](CCSC)NC(=O)OCc1ccccc1	100	97	99	107	104	100	101	118	93
Cc1cc(N2CCCC2)nc(N(CCCNc2ccnc3cc(Cl)ccc23)Cc2ccccn2)n1	77	55	49	59	63	66	52	60	81
N#Cc1c(Nc2ccc([N+](=O)[O-])cc2)nc2sc3cc(Cl)c(Cl)cc3n2c1=O	77	93	94	101	107	83	83	107	76

Molecules from the list above that contain a carbonyl joined to an NH by a bond outside any ring, in the order listed:
SMILES	SK-OV-3	U251	OVCAR-8	OVCAR-3	DU-145	SF-295	PC-3	OVCAR-5	OVCAR-4
COc1ccc(-c2nn(C(=O)NCCN3CCOCC3)cc2-c2ccncc2)cc1Cl	99	99	94	96	101	96	88	107	120
O=C(Nc1ccc2c(ccn2Cc2ccccn2)c1)c1cccnc1	112	108	106	114	94	98	96	96	82
CC/C=N/NC(=O)c1[nH]c(=O)c2c(C)nc(-c3ccccc3)cc2c1O	98	95	97	96	94	92	85	104	91
CCCC(=O)N[C@H]1C[C@H]2CC[C@@]1(C)C2(C)C	106	96	103	108	109	101	100	103	115
COc1ccc(OCC(=O)Nc2ccc(-c3nc4ccccc4s3)cc2)cc1	117	94	107	118	114	96	87	102	85
CC(=O)Nc1ccc(N=Nc2c(S(=O)(=O)O)cc3cc(S(=O)(=O)O)cc(O)c3c2O)cc1	72	78	67	95	96	nt	85	93	111
COc1ccc(-c2nc(SCC(=O)NC3=NN=C(c4ccccc4)CS3)[nH]c(=O)c2C#N)cc1	91	94	106	99	124	109	78	97	125
CCCc1cc(=O)n2c(C(=O)Nc3cccc(C(=O)OCC)c3)c(C(=O)Nc3ccc(F)cc3)sc2n1	62[30 µM]	13[30 µM]	-19*[30 µM]	-4.3*[30 µM]	80[30 µM]	44[30 µM]	nt	71[30 µM]	9.7*[30 µM]
O=C(Cn1cccc(Nc2ccccc2)c1=O)Nc1ccccc1	104	98	102	115	111	106	97	90	102
NC(=O)NNC(=O)NNC(N)=O	116	98	97	119	122	99	93	106	96
NCC(=O)NNc1n[nH]c(=S)n1N	119	111	101	107	115	103	97	101	107
Cn1cc(-c2cnc3ccc(NC(=O)Nc4ccc(F)c(Br)c4)cc3n2)cn1	45	45	7.8*	28	39	-3.9*	0.7*	51	11
COC(=O)[C@H](Cc1ccccc1)NC(=O)[C@@H]1CCCN1C(=O)CNC(=O)[C@H](CCSC)NC(=O)OCc1ccccc1	100	97	99	107	104	100	101	118	93

Screens from PubChem.
